# High-throughput results: PubChem BioAssay, several laboratories
# Dynein cargo inh = dynein cargo transport inhibition; 3617.4 mouse cells, GR-EGFP nuclear translocation imaging; test concentration mostly 20 µM; stimulated with dexamethasone, 1 µM; hits give low values; z-score, hits read low; 220,000 tested, 0.47% active;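 active = plate z-score of nuclear minus cytoplasmic receptor signal below a set negative limit, without overly bright fluorescence or cell loss, cut at about -3.5 in these data, passing the limit was not always enough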;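 also: z-score of nuclear minus cytoplasmic ring GR-EGFP intensity difference per well; some compounds called inactive have numbers as strong as hits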
#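 Buffer or medium: tetracycline-free induction medium containing charcoal-stripped FBS / Reagent: dexamethasone agonist, 1.0 µM final, for 30 min / Technique: automated 10x imaging of fixed Hoechst-stained cells / Times: induction 48 h, compound 1 h, agonist 30 min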
# M1AAP inhibition = P. falciparum M1AAP inhibitors, biochemical, fluorogenic H-Leu-NHMec substrate, 1536-well (AID 1445). recombinant M1AAP, H-Leu-NHMec fluorogenic kinetic assay; higher % means a stronger effect. inhibition, % at 30 µM, or IC50 in µM where a hit was titrated. 220,000 tested, 0.42% active;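 active = primary inhibition above the hit cutoff, then over 50% inhibition at one or more dose response concentrations, cut at about 23% in these data, passing the limit was not always enough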;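 also: plate controls were DMSO full reaction for no effect and no enzyme background for full effect; strong numbers were not always called active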
# Insulin prom up = MIN6 insulin promoter up-regulation. MIN6 insulin promoter-GFP reporter, high-content imaging; hits give high values. z-score at 5 µM. 190,000 tested, 0.3% active. AID 1625;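 active = z-score above 3 at 5 µM with at least 500 cells counted in the well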
# M17LAP inhibition = P. falciparum M17LAP inhibitors, primary screen, biochemical, fluorogenic H-Leu-NHMec substrate, 1536-well (AID 1619); recombinant M17LAP, H-Leu-NHMec fluorogenic kinetic assay; higher % means a stronger effect; inhibition, % at 30 µM; hits with a dose series show IC50 in µM; 220,000 tested, 0.38% active;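 active = compound inhibiting the enzyme by more than half at any dose during confirmatory dose-response retesting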;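 also: plate controls were full reaction with DMSO carrier for no effect and no enzyme background for full effect; strong numbers were not always called active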
# K1F lysis inhibition = protection from phage-mediated lysis, alamar blue read-out – E. coli UTI89, K1F phage, bacterial capsule biogenesis inhibitors (AID 488966); inhibition, % at 100 µM, or IC50 in µM where a hit was titrated; 340,000 tested, 0.02% active; E. coli UTI89 K1F phage lysis, alamar blue, 2 h; higher % means a stronger effect;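 active = phage lysis inhibition, versus mean bacterial control, above a set limit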;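 also: capsule biogenesis inhibitors block K1F phage lysis so surviving cells raise fluorescence; higher fluorescence means more inhibition of phage lysis; actives were called in the ten point dose series up to 300 µM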
# MT stabilize HCS = stabilizes microtubules in HeLa cells; HeLa tubulin immunostaining HCS, 24 h; share of cells brighter than vehicle mean+2SD; % tubulin-high responders, % at 10 µM; 200,000 tested, 0.83% active; AID 2205;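 active = plate Z-score above 3 for both tubulin-high and condensed-nucleus cell shares, with cell loss under 80%, at 10 µM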;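 also: anti alpha tubulin signal scored within the nucleus-defined area of each cell; some results filed as inactive read as strong as hits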
# CSM14.1 death rescue = rescue of cells from ER stress-induced death, primary screen, 384-well, CSM14.1, thapsigargin, ATP luminescence (AID 1222) | cellular ATP content (survival), % at 20 µM, or EC50 in µM where a hit was titrated | CSM14.1 thapsigargin-induced death rescue, ATP luminescence; higher % means a stronger effect | 190,000 tested, under 10 active;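 active = EC50 below 50 µM in the dose-response confirmation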;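 also: death triggered by thapsigargin at about 15 µM added after 2 h compound pretreatment; cell ATP read after overnight thapsigargin exposure of roughly 18 to 22 hours; normalized against plate controls of thapsigargin alone and 5% DMSO vehicle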
# Autophagy mod = modulators of autophagy | MEF GFP-LC3 puncta imaging; test concentration mostly 10 µM | calls only at 10 µM (by protocol) | 190,000 tested, 0.98% active;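 active = percentage of spot-positive cells more than 3 SD above its plate mean, without a fluorescence outlier flag or 80% toxicity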;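 also: spot-positive cell cutoff set from DMSO-treated cells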
# b-catenin transl = alters nuclear translocation of beta-catenin in HeLa cells | AID 1665 | immunofluorescence imaging | 190,000 tested, 0.3% active | nuclear translocation activity, % at 5 µM;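 active = nuclear translocation activity above 50% at 5 µM, with a well cell count of 50 or more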;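 also: per-cell ratio of nuclear to cytoplasmic median beta-catenin stain intensity; plate controls were DMSO negative control for no effect and GSK-3 inhibitor IX positive control for full effect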
#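 Signal – beta-catenin immunofluorescence imaging with DAPI · Test system – human HeLa cell line · Dosing – 5 µM primary single dose, 0.1% DMSO, 0.02–20 µM confirmation series · Measure – % activation, nuclear-to-cytoplasmic median beta-catenin signal ratio per cell · Incubation – 24 h compound exposure at 37°C, 5% CO2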
# Dynein cargo inh cytoplasmic EGFP = further read-out of Dynein cargo inh, marked with its call; z-score; measured here: cytoplasmic GR-EGFP intensity; hits give high values
# Dynein cargo inh nuclear GR-EGFP = second read-out of Dynein cargo inh, no call of its own (marks repeat the call); z-score; measured here: nuclear GR-EGFP intensity;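 lower value marks the stronger effect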
# Dynein cargo inh cell count = recorded beside Dynein cargo inh, whose call it bears; z-score; measured here: cell count per field
# Insulin prom up cell count = second read-out of Insulin prom up, no call of its own (marks repeat the call); cell count; measured here: cytotoxicity, nuclei count;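 total cells summed across four imaged fields per well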
# b-catenin transl cell count 5 µM = also measured in b-catenin transl; calls as there; cell count; measured here: cell count, cytotoxicity flag
# MT stabilize HCS Hoechst-high % = also measured in MT stabilize HCS; calls as there; % Hoechst-high responders; measured here: nuclear condensation Hoechst responders;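 share of cells brighter than vehicle mean plus two SD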
# MT stabilize HCS cytotoxicity % = also measured in MT stabilize HCS; calls as there; toxicity, %; measured here: cytotoxicity by cell density;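 0% = mean cell density of plate MIN control wells and 100% = no cells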
# Autophagy mod cell loss 18 h = also measured in Autophagy mod; calls as there; toxicity, %; measured here: cell loss, nuclei count;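 cell loss after 18 h compound exposure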
# Starred values were filed as active, the others as inactive; i = inactive; nt = no result given; [ ] = dose if it differs, or a comment. Outcome played no part in choosing rows; overall some 2.9% were active at least once.
SMILES,Dynein cargo inh,Dynein cargo inh cytoplasmic EGFP,Dynein cargo inh nuclear GR-EGFP,Dynein cargo inh cell count,M1AAP inhibition,Insulin prom up,Insulin prom up cell count,M17LAP inhibition,K1F lysis inhibition,MT stabilize HCS,MT stabilize HCS Hoechst-high %,MT stabilize HCS cytotoxicity %,CSM14.1 death rescue,Autophagy mod,Autophagy mod cell loss 18 h,b-catenin transl,b-catenin transl cell count 5 µM
Cc1cc(/C=C(\C#N)C(=O)NC2CCCCCC2)c(C)[nH]1,2.3,0.11,1.8,-1.7,7%,-0.72,1116,2%,2.8%,9.5,1.8,8.0,1.5%,i,4,-0.6,589
C/C(=N\NC(=O)c1cccc(Cl)c1)c1cccc(NC(=O)C(C)C)c1,0.14,-0.2,-0.65,0.74,3%,nt,nt,3%,-0.8%,3.4,1.7,7.1,2.9%,i,-3,nt,nt
CCCCNC(=O)n1c(SC)nc2ccccc21,-0.87,0.63,-0.51,0.25,2%,0.34,924,-6%,-6.2%,2.0,3.0,4.5,1.4%,i,-37,-2.3,1095
O=C(Cn1cnc2c(oc3ccccc32)c1=O)N1CCN(c2ccccc2)CC1,0.23,0.097,0.077,0.23,1%,-0.32,1270,-8%,0.2%,1.8,1.0,3.6,-0.7%,i,-2,-2.3,1266
COc1ccc(N(C(=O)c2cnsn2)C(C(=O)NC2CCCCC2)c2ccncc2)cc1 (stereo unspecified),-0.062,-0.24,0.19,0.53,7%,0.18,1402,-14%,-0.3%,1.8,1.5,5.6,-1.2%,i,-8,0.6,934
O=C(Nc1ncn[nH]1)c1ccc([N+](=O)[O-])cc1[N+](=O)[O-],0.022,-0.25,-0.28,0.59,12%,nt,nt,7%,-0.6%,0.7,1.7,10.0,0.9%,i,-5,nt,nt
COCCCNC(=O)CNC(=S)N(Cc1ccc(F)cc1)C1CCCCC1,3.2,-0.021,1.8,-1.8,16%,-0.78,1243,6%,-1.1%,2.5,1.7,4.5,-1.3%,i,-3,0.0,829
CCOc1cc(C2C(C(=O)c3ccc(C)o3)=C(O)C(=O)N2CCc2ccccc2)ccc1O (stereo unspecified),-0.5,-0.21,-0.44,0.3,10%,nt,nt,45%,1.3%,2.3,1.1,9.8,2.8%,i,-27,nt,nt
Cc1cc(NC(=O)CCN2C(=O)/C(=C\c3ccccc3Cl)SC2=S)no1,1.4,-0.25,0.57,-0.56,12%,-0.43,1242,1%,0.2%,3.6,2.5,13,-0.2%,i,4,0.2,1079
NC1=NC(=O)S/C1=C\c1ccc(F)cc1,0.35,-0.21,-0.19,0.5,-2%,-0.49,1329,0%,-0.3%,4.0,3.1,0.7,-1.3%,i,-10,1.4,1007
Cn1c(CCCOc2ccc(Cl)cc2Cl)n[nH]c1=S,-0.97,-0.21,-0.24,0.7,8%,-0.03,1544,14%,0.3%,4.4,2.7,1.3,0.4%,i,1,-0.6,979
CC(C)NC(=S)N/N=C1\CCCCC1C1CCCCC1 (stereo unspecified),-0.021,-0.22,0.24,0.13,-1%,-0.74,848,0%,0.3%,1.6,1.4,16,2.1%,i,2,-4.2,1182
O=S(=O)(NCc1ccc2c(c1)OCO2)c1cnc[nH]1,0.029,-0.22,0.092,0.095,-1%,-0.12,1008,-7%,-1.8%,2.5,3.1,4.3,-0.4%,i,-3,nt,nt
CC(C)c1ccccc1NC(=O)COC(=O)CNC(=O)c1ccc(Br)cc1,0.9,-0.28,0.24,-0.58,4%,0.93,1569,5%,1.6%,1.7,1.9,6.8,-2.1%,i,11,-1.4,1108
CCN(C(=O)c1cc2ccccc2o1)C12CC3CC(CC(C3)C1)C2,-1.2,-0.21,-0.65,1.3,3%,0.07,1126,15%,nt,2.4,3.4,1.3,-1.5%,i,-2,-1.8,1076
O=C(CC12CC3CC(CC(C3)C1)C2)NCC(c1ccc(F)cc1)N1CCOCC1 (stereo unspecified),-0.39,-0.086,-0.15,0.33,6%,-0.36,1124,2%,-0.3%,1.5,1.2,6.9,-2.6%,i,13,-0.3,1048
O=Cc1cccn1-c1cccnc1,0.75,-0.38,-0.33,0.82,-2%,-1.7,1467,-11%,0.2%,1.9,1.6,7.9,0.2%,i,-8,-1.5,1082
CC(C)NC(=O)NC(=O)COC(=O)/C=C/c1ccc2c(c1)OCO2,-0.19,0.24,-0.2,-0.51,nt,-0.03,911,nt,0.7%,nt,nt,nt,nt,nt,nt,0.6,1315
COc1ccc(N2CCN(C(=O)c3csc4ccccc34)CC2)cc1,0.035,-0.19,-0.11,0.24,10%,-0.07,1517,4%,0.4%,1.7,1.1,2.7,1.4%,i,3,2.0,1399
CN(C)S(=O)(=O)c1cccc(NC(=O)c2cc(-c3cccs3)nn2-c2ccccc2)c1,0.28,-0.23,0.3,-0.24,-2%,-1.2,1180,-2%,3.0%,3.7,3.0,7.3,-3.2%,i,7,0.4,945
O=C(COc1ccc(Cl)cc1)N/N=C/CCc1ccccc1,1.9,-0.18,1.7,-1.9,8%,-0.02,1441,1%,3.4%,3.4,1.8,8.5,-1.5%,i,14,-0.1,1215
Cc1ccc(OCC(=O)NCC(=O)Nc2ccc(F)cc2)c([N+](=O)[O-])n1,0.55,0.22,0.98,-1.6,4%,0.46,1319,16%,0.1%,1.7,2.2,11,-1.1%,i,-4,nt,nt
O=C(NCCc1ccccc1)c1ccccc1NS(=O)(=O)N1CCCC1,1.7,-0.25,1,1.8,6%,0.91,1319,8%,1.4%[50 µM],3.7,1.2,6.8,-2.7%,i,3,0.0,1047
O=C(CCn1c(=O)oc2ccccc21)N1CCN(c2ccc(F)cc2)CC1,2,-0.13,1.4,-1.1,4%,0.44,1863,2%,0.1%,3.9,1.7,12,-3.3%,i,0,-0.3,1060
CCOC(=O)c1ccc(-c2nnc(-c3ccc(Cl)cc3Cl)o2)cc1,0.65,-0.18,0.8,-0.6,5%,-0.08,1247,-13%,0.6%,2.3,1.6,2.3,-1.5%,i,-1,nt,nt
# Next results.
SMILES,Dynein cargo inh,Dynein cargo inh cytoplasmic EGFP,Dynein cargo inh nuclear GR-EGFP,Dynein cargo inh cell count,M1AAP inhibition,Insulin prom up,Insulin prom up cell count,M17LAP inhibition,K1F lysis inhibition,MT stabilize HCS,MT stabilize HCS Hoechst-high %,MT stabilize HCS cytotoxicity %,CSM14.1 death rescue,Autophagy mod,Autophagy mod cell loss 18 h,b-catenin transl,b-catenin transl cell count 5 µM
CCn1c(-c2c[nH]c3ccccc23)n[nH]c1=S,-0.87,-0.28,-0.21,0.84,8%,0.9,1247,4%,1.1%[50 µM],7.9,11,94,-0.1%,i,-1,3.1,787
CC(=O)c1cccc(NC(=S)NCCCCc2ccccc2)c1,0.26,-0.11,0.3,-0.37,1%,0.22,1477,-6%,2.6%[50 µM],6.9,1.2,15,-1.1%,i,5,1.2,1186
Oc1cccc(C2c3[nH]c4ccccc4c3CCN2Cc2ccc3c(c2)CCO3)c1 (stereo unspecified),-1,-0.3,-0.52,0.8,2%,nt,nt,0%,-0.4%,8.2*,20*,39*,-1.9%,i,0,10,1188
CCn1c(CC(=O)Nc2cccc(Cl)c2Cl)nnc1SCCOc1ccc(OC)cc1,1.3,-0.27,0.66,-0.82,13%,0.13,928,7%,-1.1%,5.2,1.9,3.0,2.3%,i,6,nt,nt
O=C(CN1CC(c2ccccc2)CC1=O)OCc1ccccc1F (stereo unspecified),-0.39,-0.28,-0.33,0.32,-6%,nt,nt,7%,3.8%,3.4,2.0,5.6,-0.4%,i,-1,nt,nt
COc1ccc(C(=O)NCCSc2ccccc2)cc1OC,-0.58,-0.25,-0.095,0.84,0%,0.16,1622,6%,-2.1%,3.5,1.9,3.6,-0.9%,i,7,-3.2,1075
O=C(CN1CCCCCC1)N1c2ccccc2Sc2ccccc21,1.2,0.17,0.53,-0.5,3%,-0.61,1582,-2%,0.2%,2.9,1.3,1.3,-0.9%,i,14,1.1,906
NC(=O)c1c(NC(=S)Nc2ccccc2)sc2c1CCCC2,-0.77,-0.25,-0.15,0.16,14%,0.12,1660,17%,-3.4%,2.3,1.7,4.9,-1.2%,i,19,-2.7,1110
Cc1cc(C)cc(OCC(=O)N2N=C(C(F)(F)F)CC2(O)C(C)(C)C)c1 (stereo unspecified),-3.2,0.93,-1.2,-4.9,10%,nt,nt,9%,0.4%,3.3,2.3,7.2,0.8%,i,-10,-1.0,544
CCCCCn1c(=O)[nH]c2cc(C(=O)O)ccc2c1=O,-0.42,-0.24,0.16,1.2,11%,2.3,972,-21%,0.9%,2.5,3.2,1.1,nt,i,6,-2.0,1066
CCn1c(=O)c(=O)[nH]c2cc(C(=O)NC3CCCC3)ccc21,0.74,0.64,0.99,-0.44,-1%,-0.32,1560,-6%,-0.8%,3.5,1.4,4.7,-0.3%,i,-17,-2.3,1131
COc1cc(CN(C2CCCCC2C)S(=O)(=O)c2ccc(S(=O)(=O)NC3CC3)cc2)cc(OC)c1OC (stereo unspecified),-0.47,-0.29,-0.49,0.76,4%,-0.53,1163,6%,7.8%,3.2,4.5,5.0,-2.5%,i,8,1.3,928
CCN(CC)C(=S)NC(=O)c1cc(OC)c(OC)c(OC)c1,0.4,-0.24,0.85,-0.36,10%,1.7,1424,5%,-2.1%,2.7,3.5,6.2,-0.1%,i,5,-4.1,1028
